Screening results (PubChem BioAssay)
AMA1-RON2 inh – inhibitors of Plasmodium falciparum AMA1-RON2 interaction | AlphaScreen AMA1-biotinylated RON2 peptide binding | Potency, µM (top dose mostly 58.2 µM), for inactives: top-dose activity change, negative = inhibition, actives largely listed as inhibitors | 360,000 compounds, 0.2% hits;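 also: potency is read from the fitted curve at half-maximal effect; 0% = vehicle wells and -100% = peptide control; nearly all actives have a fitted effect of over 45% in size; some results filed as inactive show a strong effect at the top dose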
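AMA1 (3D7) with his tag at 25 nM final met compounds first, then biotinylated RON2 peptide at 25 nM; detection used donor plus acceptor beads, 10 µg/mL apiece, read by AlphaScreen after 30 min at room temperature.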
Sm TGR inh – blocks Schistosoma mansoni thioredoxin glutathione reductase; Potency, µM (series often up to 114 µM), for the others: top-dose activity change, negative = inhibition, most hits filed as inhibitors; 360,000 compounds, 3% hits; purified TGR, DTNB reduction, TNB absorbance 405 nm; also: potency is read from the fitted curve at half-maximal effect; nearly all actives have a fitted effect of over 60% in size
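Kinetic colorimetric format: TGR-catalysed, NADPH-driven DTNB reduction monitored via TNB absorbance. Enzyme dispensed at 20 nM; compound exposure 15 min at room temperature before reaction start.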
Giardia FBPA inh – blocks Giardia fructose-bisphosphate aldolase activity; A8B2U2; AID 2451; Potency, µM (highest dose often 59.6 µM), without a hit: at the highest dose activity, negative = inhibition, most hits filed as inhibitors; 290,000 compounds, 0.71% hits; purified Giardia FBPA; also: potency is read from the fitted curve at half-maximal effect; nearly all actives have a fitted effect of over 55% in size
Target sequence (A8B2U2 whole entry, looked up): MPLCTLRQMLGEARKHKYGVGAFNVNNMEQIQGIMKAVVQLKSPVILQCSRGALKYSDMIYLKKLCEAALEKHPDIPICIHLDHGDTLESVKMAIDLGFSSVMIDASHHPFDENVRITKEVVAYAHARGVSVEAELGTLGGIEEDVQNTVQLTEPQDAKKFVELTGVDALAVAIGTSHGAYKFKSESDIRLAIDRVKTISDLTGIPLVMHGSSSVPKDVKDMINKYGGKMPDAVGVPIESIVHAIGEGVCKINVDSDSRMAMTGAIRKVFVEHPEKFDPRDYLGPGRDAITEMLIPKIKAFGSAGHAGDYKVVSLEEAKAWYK
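Giardia FBPA (40 nM reagent) was preincubated 10 min at RT with compound (up to 57.5 uM final), then substrate plus GAPDH/TPI/NAD/arsenate coupling system with diaphorase/resazurin was added; resorufin fluorescence (525/598 nm) was read after 20 min.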
AmpC inh detg – blocks E. coli AmpC beta-lactamase in detergent assay | AID 485294 | AmpC hydrolysis of nitrocefin, absorbance 480 nm, 0.01% Triton | Potency, µM (titrated, usually from 114 µM), for the others: at the highest dose activity change, negative = inhibition, usual class: inhibitors | 370,000 compounds, 0.041% hits;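 also: potency is read from the fitted curve at half-maximal effect; 0% = no-compound wells and -100% = no-enzyme wells; nearly all actives have a fitted effect of over 25% in size; some results filed as inactive show a strong effect at the top dose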
Target sequence (P00811 whole entry, looked up): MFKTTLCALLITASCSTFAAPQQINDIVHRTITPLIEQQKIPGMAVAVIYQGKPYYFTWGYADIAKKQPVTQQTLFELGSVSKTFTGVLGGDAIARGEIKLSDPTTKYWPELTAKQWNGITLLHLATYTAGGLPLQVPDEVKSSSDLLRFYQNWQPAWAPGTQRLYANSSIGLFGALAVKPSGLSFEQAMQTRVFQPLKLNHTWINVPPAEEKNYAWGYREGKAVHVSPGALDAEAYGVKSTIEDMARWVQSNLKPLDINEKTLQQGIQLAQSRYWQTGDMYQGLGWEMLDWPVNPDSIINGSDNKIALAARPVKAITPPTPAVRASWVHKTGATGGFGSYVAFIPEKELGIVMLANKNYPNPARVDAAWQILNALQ
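20 mM phosphate pH 7.0 + 0.01% (detergent screen) or 0.0001% Triton X-100; 5.3 nM AmpC reagent; cpd preinc 15 min RT; nitrocefin (800 uM stock) to start; A480 q20 s × 4 min; Activity was normalised to no-enzyme and no-compound control wells.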
HCV inh – inhibitors of hepatitis C virus infection; 340,000 compounds, 3.4% hits; Potency, µM (top dose mostly 41.8 µM), inactives show top-dose activity change, negative = inhibition, hits mostly inhibitors; AID 651820; Huh7.5.1 HCVcc-Cre infection, luciferase reporter, 44 h; also: potency is read from the fitted curve at half-maximal effect
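After 44 h co-culture of compound, cells and HCVcc-Cre (~0.5 moi), substrate is added for 15 min at room temperature and luciferase measured over 15 sec. Cells were seeded at 1,000/well and pre-cultured 4 h.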
HCMV inh – blocks human cytomegalovirus replication; activity change, negative = inhibition, % at 57.5 µM; HFF cells, HCMV-luciferase reporter, 72 h; hits give low values; 410,000 compounds, 4.5% hits; AID 1259415; in the data active = activity change below about -60%; inconclusive = no clear call, values can overlap the other calls; inactive = above about -39%
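Two-dose cell screen: HFF monolayers treated with compounds and infected with luciferase-expressing HCMV at 1 PFU/cell, 72 h at 37C, then lysed for luciferase measurement.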
An asterisk follows results filed as active; ? = inconclusive; . = not tested or not shown; & = joins results of further samples; [ ] = remark or other dose. Unless noted, calls follow the shape of the dose curve; as a rule, active = well fitted curve in the direction sought with a large enough effect; inconclusive = small, poorly fitted or top-dose-only effect, or another doubt; inactive = no such curve, though single readings can be large; an effect the other way counts as inactive or inconclusive. Unless noted, % is scaled to controls: 0 for no effect and ±100 for the full control effect.

[1] Cc1ccc2nc(-c3ccccc3)c(-c3ccccc3)nc2c1
[2] O=C(CCSCCc1ccccn1)Nc1ccc(Cl)cn1
[3] CCOc1cc(C2C(C(=O)N3CCCCC3)=C(C)NC3=C2C(=O)CC(C)(C)C3)ccc1O (configuration not stated)
[4] CCOc1ccccc1CNC(=O)c1ccc(-n2c(C)cc3c2CCC(C)C3)cc1 (configuration not stated)
[5] COc1ccc2[nH]c3ccc(OC)cc3c2c1
[6] N#Cc1ccc(CSc2nnc3ccccn23)cc1
[7] O=C(NCCc1c[nH]c2ccccc12)c1c(Cl)nc2sccn12
[8] Cc1ccc(N(Cc2cc3ccccc3[nH]c2=O)C(=O)c2cccc(Cl)c2)cc1

entry no.	1	2	3	4	5	6	7	8
AMA1-RON2 inh	22.9%	1.7%	0.7%	.	-9.1%	5.4%	-2.4%	.
Sm TGR inh	1.9%	-6.9%	-12.1%	?	5.2%	3.6%	0.2%	-3.4%
Giardia FBPA inh	1.1%	-6.8%	1.5%	.	4.2%	3.2%	9.5%	.
AmpC inh detg	-6.8%	-5.8%	-12.6%	17.2%	-6.8%	7.5%	-5.9%	-0.9%
HCV inh	?	8.8%	19.2%	.	25.1µM*	12.1%	-3.1%	.
HCMV inh	1.7	0.5	10.4	?	2.1	-25.8	?	-4.3

[9] O=C(NN1CCN(Cc2ccccc2Cl)CC1)c1ccc(Cl)cc1
[10] COCCCNC(=O)Nc1ccc2c(c1)N(C)C(=O)CS2
[11] CC(=O)Nc1ccc(S(=O)(=O)NC2CC(=O)N(c3ccc(C)cc3)C2)cc1 (configuration not stated)
[12] COc1cccc(N2C(=O)C(CC(=O)Nc3ccc(Cl)cc3)N(Cc3ccc4c(c3)OCO4)C2=O)c1 (configuration not stated)
[13] CC(Oc1ccccc1)C(=O)NNS(=O)(=O)c1ccc([N+](=O)[O-])cc1 (configuration not stated)
[14] C#CCOCCOCCOCCNc1nc(N2CCOCC2)nc(N2CCN(C(=O)[C@H](Cc3cc4ccccc4[nH]3)n3cc([C@@H](N)C(C)CC)nn3)CC2)n1 (some centres not stated)
[15] CC(C)(C)NC(=O)C1Cc2ccccc2CN1C(=O)Nc1ccccc1Cl (configuration not stated)
[16] Cc1ccccc1NC(=O)C1C2CCCC1C2c1ccccc1 (configuration not stated)

entry no.	9	10	11	12	13	14	15	16
AMA1-RON2 inh	-11.4%[2.32 µM]	-1.4%	6.2%	.	17.9%	-1.9%	-2.9%	-11.6%
Sm TGR inh	-14.5%	-4.6%	0.0%	-2.1%	0.2%	-21.0%	6.5%	-0.8%
Giardia FBPA inh	-17.5%	1.1%	.	.	-3.5%	4.2%	6.7%	-0.5%
AmpC inh detg	?	1.6%	?	13.4%	?	8.6%	?	?
HCV inh	4.2%	12.9%	-1.0%	.	33.6%[activator]	3.7%	-0.4%	-9.2%
HCMV inh	-61.3*	97.3	-13.2	-20.9	5.9	?	-7.3	-23.0

[17] COc1cc(C(=O)NCCC(=O)NCc2ccc3c(c2)OCO3)cc(OC)c1OC
[18] O=C1CC(Sc2nnc(-c3ccccc3O)o2)C(=O)N1c1ccccc1 (configuration not stated)
[19] CC1Sc2ccc(S(=O)(=O)N3CCN(c4cccc(Cl)c4)CC3)cc2NC1=O (configuration not stated)
[20] O=C(Nc1ccc(C(=O)OCc2cc(=O)n3ccsc3n2)cc1)c1cccc(F)c1
[21] CN(CC(=O)Nc1cccc(F)c1)C(=O)C1CC(=O)N(Cc2ccccc2)C1 (configuration not stated)
[22] COc1c(C(CC(C)C)OC(C)=O)ccc2c1C(=O)OCc1cc(C)cc(O)c1O2 (configuration not stated)
[23] O=C(c1cc2nc(-c3ccco3)cc(C(F)(F)F)n2n1)N1CCN(c2ccc(F)cc2)CC1
[24] COc1ccc(N2CC(C(=O)NCc3n[nH]c(=O)c4ccccc34)CC2=O)cc1 (configuration not stated)

entry no.	17	18	19	20	21	22	23	24
AMA1-RON2 inh	-0.4%	26.5%	-4.7%	.	-5.3%	-14.0%	-11.1%	-1.6%
Sm TGR inh	5.6%	3.98µM*	-27.5%	-2.6%	-16.8%	-26.2%	-23.7%	-0.6%
Giardia FBPA inh	0.7%	1.8%	.	.	.	-7.4%	-1.1%	.
AmpC inh detg	-2.1%	?	-8.7%	13.8%	?	7.7%	0.8%	1.4%
HCV inh	.	25.0%	?	.	-3.9%	2.51µM*	?	-6.6%
HCMV inh	39.6	-31.7	0.0	-0.7	33.7	-18.5	23.8	9.9

[25] Cc1ccc(NC(=S)NCC(C)C)cc1
[26] Cn1c(CNc2ccc(Cl)cc2)nnc1SCc1ccccc1
[27] COc1ccc(CCNC(=O)C(=O)NCc2ccccc2C)cc1OC
[28] CCc1sc(C(=O)NNC(=O)CNC(=O)c2ccccc2F)cc1C
[29] COc1cc(/C=N/n2nnnc2N)ccc1OCC#N
[30] COc1ccc(Cl)cc1C(=O)O/N=C(\N)c1ccc(Cl)cc1
[31] CCOCCCNC(=O)C(c1ccc(C)cc1)N(Cc1ccc2c(c1)OCO2)C(=O)c1ccc(NC(C)=O)cc1 (configuration not stated)
[32] OCCN(CC#CCC(O)(c1ccccc1)C1CCCC1)CCO (configuration not stated)

entry no.	25	26	27	28	29	30	31	32
AMA1-RON2 inh	8.1%	-7.9%	3.1%	40.1%[activator]	5.7%	-12.3%	.	-20.0%
Sm TGR inh	2.8%	3.9%	-2.9%	5.8%	-0.1%	-10.3%	7.5%	?
Giardia FBPA inh	1.2%	-0.6%	3.2%	.	-9.7%	-1.9%	.	-1.3%
AmpC inh detg	-11.5%	-4.1%	-13.7%	?	-12.7%	-6.2%	3.3%	-5.4%
HCV inh	-27.7%	13.2%	6.7%	11.5%	-5.1%	?	.	20.7%
HCMV inh	38.8	13.4	-36.0	-17.4	-10.8	83.6	-0.8	51.2

[33] C=CCN(C(=O)CCS(=O)(=O)c1cccc2nsnc12)c1ccccc1
[34] COc1ccc(Cn2c(=O)[nH]c3cc(C(=O)Nc4ccc(N5CCN(C)CC5)cc4)ccc32)cc1
[35] CCOC(=O)N1CCC(NC(=O)CCC(=O)N2CCOc3ccc(Cl)cc32)CC1
[36] CCc1ccccc1NC(=O)NC(CC)Cn1nnc2ccccc2c1=O (configuration not stated)
[37] O=C(c1ccc(Cl)cc1)c1ccc(CN2C(=O)c3ccccc3C2=O)o1
[38] COc1ccccc1C(=O)NCCc1nc2ccccc2n1C
[39] N#Cc1nc(/C=C/c2ccc(F)cc2)oc1NC1CCCCC1
[40] COC(=O)c1sc2ccccc2c1NC(=O)c1ccc(S(=O)(=O)N2CCC(C)CC2)cc1

entry no.	33	34	35	36	37	38	39	40
AMA1-RON2 inh	8.1%	?	12.8%	.	-5.3%	-0.6%	.	9.5%
Sm TGR inh	25.1µM*	2.4%	-2.2%	0.9%	-33.0%	2.5%	-2.3%	-10.8%
Giardia FBPA inh	0.5%	1.8%	9.9%	.	2.7%	9.3%	.	-3.5%
AmpC inh detg	-11.1%	8.6%	2.2%	15.8%	?	?	17.8%	?
HCV inh	7.0%	?	-28.1%	.	-0.8%	-8.7%	.	-4.1%
HCMV inh	-3.3	-26.0	-39.5	33.3	-12.6	7.0	-16.7	-36.5

[41] CC(=O)N(C)c1nc(-c2ccc(Cl)cc2)cs1
[42] CCCCNC(=O)C1=C(N)C(C(=O)Nc2ccc(C)c(S(=O)(=O)N3CCCCC3)c2)SC1=Nc1ccc(C)cc1C (configuration not stated)
[43] Cc1ccc(N(CC(=O)NCc2ccco2)C(=O)CCC(=O)Nc2nccs2)cc1
[44] COc1ccccc1NC(=O)N1CCCC1C(=O)NCc1ccc(F)cc1 (configuration not stated)
[45] Cc1cc(C(=O)COC(=O)c2n[nH]c(=O)c3ccccc23)c(C)n1C
[46] Cc1ccc(S(=O)(=O)N2CCC(=O)N(C(COCc3cccc(C)c3)C(C)C)CC2)cc1 (configuration not stated)
[47] COc1ccc(CCNC(=O)CCC(=O)N2CCN(S(=O)(=O)c3ccccc3)CC2)cc1OC
[48] CN1CCC(N(C)C(=O)/C(C#N)=C/c2ccc(OC(F)F)cc2)CC1

entry no.	41	42	43	44	45	46	47	48
AMA1-RON2 inh	2.1%	16.1%	-3.4%	-5.3%	-3.2%	-1.9%	-5.0%	7.6%
Sm TGR inh	-28.1%	-7.3%	2.8%	4.5%	-28.7%	-18.2%	2.9%	9.5%
Giardia FBPA inh	-0.2%	-4.3%	5.7%	14.5%	.	-10.5%	3.1%	1.7%
AmpC inh detg	-9.6%	1.3%	?	-13.3%	-4.0%	?	-4.5%	-0.9%
HCV inh	?	27.2%	?	-3.9%	2.8%	?	-1.0%&17.6%	13.8%
HCMV inh	5.1	-8.8	-23.8	0.8	?	-4.2	25.3	-19.8

[49] CSCCC(NC(=O)C1CCC(C)CC1)C(=O)OCC(=O)c1ccc(Cl)cc1 (configuration not stated)
[50] Cn1cc(Br)c(-c2cccc(NC(=O)CCCC(=O)O)c2)n1
[51] COC(=O)c1[nH]c(C)c(/C(O)=C2\C(=O)C(=O)N(CCN(C)C)C2c2ccc(OC)cc2)c1C (configuration not stated)
[52] CC(C)CC(=O)NC(=S)Nc1cc(C(=O)O)ccc1Cl
[53] Cc1cc(C(=O)NCc2ccccc2Br)no1
[54] O=C(/C=C/c1ccccc1)c1ccc2c(c1)OCO2
[55] Cc1ccc2c(c1)-c1nc(-c3ccc4c(c3)NC(=O)CO4)cc(-c3ccccc3)c1CO2
[56] CCOCCCNC(=O)c1oc2ccc(S(=O)(=O)N3CCOCC3)cc2c1C
[57] Cc1ccc(-c2nc3cc(Cl)ccc3o2)cc1

entry no.	49	50	51	52	53	54	55	56	57
AMA1-RON2 inh	-12.7%	-7.1%	.	-1.6%	-0.8%	20.5%	.	-5.5%	10.4%
Sm TGR inh	6.1%	12.4%	0.0%	-26.2%	-1.7%	?	0.4%	88.0%[activator]	-6.4%
Giardia FBPA inh	2.4%	19.0%	-1.3%	9.9%	-1.6%	-3.0%	.	3.9%	9.9%
AmpC inh detg	-10.1%	2.8%	-17.3%	-6.6%	?	5.4%	2.7%	-1.5%	1.3%
HCV inh	17.7%	6.6%	.	14.1%	8.8%	4.6%	.	11.5%	?
HCMV inh	36.7	-4.3	.	22.7	38.3	72.6	8.4	-19.0	127.0

Fetched by compound from the entries so far, 4 records:
[50] Cn1cc(Br)c(-c2cccc(NC(=O)CCCC(=O)O)c2)n1
[53] Cc1cc(C(=O)NCc2ccccc2Br)no1
[55] Cc1ccc2c(c1)-c1nc(-c3ccc4c(c3)NC(=O)CO4)cc(-c3ccccc3)c1CO2
[51] COC(=O)c1[nH]c(C)c(/C(O)=C2\C(=O)C(=O)N(CCN(C)C)C2c2ccc(OC)cc2)c1C (configuration not stated)

entry no.	50	53	55	51
AMA1-RON2 inh	-7.1%	-0.8%	.	.
Sm TGR inh	12.4%	-1.7%	0.4%	0.0%
Giardia FBPA inh	19.0%	-1.6%	.	-1.3%
AmpC inh detg	2.8%	?	2.7%	-17.3%
HCV inh	6.6%	8.8%	.	.
HCMV inh	-4.3	38.3	8.4	.
